# Bioassay records: PubChem, National Center for Advancing Translational Sciences (NCATS)
# HTT ATP protect = qHTS Multiplex Assay to Identify Dual Action Probes in a Cell Model of Huntington: Cytoprotection (ATP). PC12 HTT-Q103 induced, cytoprotection, ATP luminescence, 40 h. Potency, µM (top dose mostly 56.4 µM), for the others: cytoprotection (ATP increase), actives largely listed as activators. 230,000 tested, 0.14% active. AID 1471, 2008;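 further: potency means the concentration at half of the fitted maximal effect; % of control where 0% means no effect; nearly all actives have a fitted effect of over 45% in size; toxic huntingtin expression switched on by the ecdysone agonist tebufenozide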
#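 Rat PC12, Q103 Htt exon1-GFP fusion, ecdysone promoter; tebufenozide inducer 100 nM final; compound titration; qHTS, 1500 cells/well; ATPlite luminescent read.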
# LMNA splice mod = qHTS Assay for Modulators of Lamin A Splicing; HeLa LMNA splicing GFP/RFP minigene ratio, 48 h; Potency, µM (highest dose often 46.1 µM), without a hit: at the highest dose ratio change, negative = inhibition, hits mostly inhibitors; AID 1487, 2009; 200,000 tested, 0.01% active; active means well fitted inhibition curve with a large enough effect in the signal ratio, with a control signal flat, not every such curve was filed as active; inconclusive means small, poorly fitted or top-dose-only effect, or effect the other way, or a change in a side signal; the % refers to the signal ratio; further: potency means the concentration at half of the fitted maximal effect; on the % scale 0 is the no-effect control and ±100 the full control effect
#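 S3 HeLa stable clones carrying a lamin A-EGFP splicing minigene plus DsRed2 were seeded at 600 cells/well in Opti-MEM with 2% FBS, pin-dosed and incubated 48 h at 37°C. Acumen cytometry (488 nm) gave the GFP/RFP total-intensity ratio.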
# KinaseGlo FLuc = Counterscreen for Luciferase (Kinase-Glo TM) Inhibition; 200,000 tested, 0.28% active; Potency, µM (doses to about 38.3 µM), without a hit: at the highest dose activity change, negative = inhibition, usual class: inhibitors; Kinase-Glo luciferase, ATP luminescence, 8 min; AID 1379, 2008; further: potency means the concentration at half of the fitted maximal effect; on the % scale 0 is the no-effect control and ±100 the full control effect; nearly all actives have a fitted effect of over 60% in size
#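 Luminescence was the read-out, taken after 8-minute incubation at ambient temperature. Luciferase turned over luciferin with 10 uM ATP in imidazole pH 7.2 buffer containing KCl, MgCl2, Tween 20 and BSA.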
# IMPase Li cell = qHTS Assay for Identifying the Cell-Membrane Permeable IMPase Inhibitors: Potentiation with Lithium | 210,000 tested, 0.35% active | CHO-M1 cells, IP1 TR-FRET (IP-One), carbachol + lithium | Potency, µM (series often up to 59.4 µM), without a hit: at the highest dose activity, negative = IMPase inhibition, usual class: inhibitors | AID 1457, 2008;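 further: IP1 builds up when IMPase is blocked and the TR-FRET signal falls; potency means the concentration at half of the fitted maximal effect; plate controls were basal vehicle for no effect and high inhibitor control for full effect; nearly all actives have a fitted effect of over 50% in size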
#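 Steps: plate 2000 CHO-M1 cells per well and culture 16–30 h; add compound and lithium; incubate 30 min, 37C; add d2-IP1 tracer and Eu cryptate anti-IP1 antibody in lysis buffer; read after 10 min at room temperature.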
# HttQ103 aggreg = qHTS Multiplex Assay to Identify Dual Action Probes in a Cell Model of Huntington: Aggregate Formation (GFP) | AID 1688, 2009 | PC12 HttQ103-GFP aggregates, Acumen cytometry, 40 h | Potency, µM (top dose mostly 46.1 µM), without a hit: top-dose activity change, negative = inhibition, hits mostly inhibitors | 220,000 tested, 1.1% active; further: potency means the concentration at half of the fitted maximal effect; on the % scale 0 is the no-effect control and ±100 the full control effect; nearly all actives have a fitted effect of over 60% in size
#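 Read-out: GFP aggregate count by laser scanning cytometer (488 nm excitation, 500-530 nm emission, 1–25 µm objects >6 SD above background). Cells: PC12, inducible HTTex1-Q103-GFP, 100 nM tebufenozide; compounds titrated.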
# CBFb RUNX1 block = qHTS Assay for Compounds Blocking the Interaction Between CBF-beta and RUNX1 for the Treatment of Acute Myeloid Leukemia | AlphaScreen CBFb-His/RUNX1-biotin binding, biochemical | AID 1477, 2009 | Runt-related transcription factor 1 (Homo sapiens) + Core-binding factor subunit beta … | 230,000 tested, under 10 active | Potency, µM (series often up to 59.8 µM), inactives show at the highest dose activity, negative = inhibition, hits mostly inhibitors; further: % of control where 0% means no effect
# Target sequence (Q01196 whole entry, looked up): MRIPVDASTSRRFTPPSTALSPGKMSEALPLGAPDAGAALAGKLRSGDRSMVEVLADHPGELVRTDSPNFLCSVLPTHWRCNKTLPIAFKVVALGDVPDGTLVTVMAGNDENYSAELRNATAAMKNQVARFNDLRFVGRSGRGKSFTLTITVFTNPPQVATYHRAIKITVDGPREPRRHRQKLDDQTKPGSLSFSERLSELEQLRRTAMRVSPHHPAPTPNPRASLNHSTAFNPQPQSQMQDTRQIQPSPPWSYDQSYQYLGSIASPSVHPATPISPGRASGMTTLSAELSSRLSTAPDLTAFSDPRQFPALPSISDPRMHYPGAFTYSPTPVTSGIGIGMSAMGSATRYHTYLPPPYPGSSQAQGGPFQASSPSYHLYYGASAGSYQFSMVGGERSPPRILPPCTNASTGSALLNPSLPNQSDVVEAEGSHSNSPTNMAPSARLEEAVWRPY
# Target sequence (Q13951 whole entry, looked up): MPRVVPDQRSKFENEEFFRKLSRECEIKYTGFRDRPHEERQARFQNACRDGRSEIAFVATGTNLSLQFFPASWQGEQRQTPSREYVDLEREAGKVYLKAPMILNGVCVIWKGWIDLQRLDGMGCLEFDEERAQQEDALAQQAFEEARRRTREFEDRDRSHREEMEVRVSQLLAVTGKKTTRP
#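 AlphaScreen binding: CBFb-His and RUNX1-biotin (30 nM each) preincubated 20 min, compound added for 15 min, then nickel and streptavidin beads for 90 min, all at room temperature. Disruption of the interaction by any mechanism counts as activity.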
# SMN2 splice enh = qHTS Assay for Enhancers of SMN2 Splice Variant Expression | HEK293 SMN2-luciferase splicing reporter, luminescence, 30-36 h | 210,000 tested, 2.8% active | Potency, µM (highest dose often 46.1 µM), for inactives: top-dose activity change, positive = activation, actives largely listed as activators | AID 1458, 2008; further: potency means the concentration at half of the fitted maximal effect; % of control where 0% means no effect; nearly all actives have a fitted effect of over 55% in size
#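 HEK293 cells carry an SMN2 […]–luciferase reporter in which exon 7 inclusion puts luciferase in frame. Cells were plated 10-12 h before compound addition, then incubated 30-36 h at 37C. ONE-Glo luminescence was read; sodium butyrate at 4.5 mM final served as control.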
# Active calls of the source: *; ? = inconclusive; nt = not tested or not shown; & = joins results of further samples; ! = repeats disagree; [ ] = another dose, or the depositor's remark. Unless noted, the call rests on the fitted dose curve; in most records, active means well fitted curve in the direction sought with a large enough effect; inconclusive means small, poorly fitted or top-dose-only effect, or another doubt; inactive means no such curve, though single readings can be large; an effect the other way counts as inactive or inconclusive.
SMILES,HTT ATP protect,LMNA splice mod,KinaseGlo FLuc,IMPase Li cell,HttQ103 aggreg,CBFb RUNX1 block,SMN2 splice enh
COc1ccc(OCC(=O)Nc2cccc(-c3nc4ccccc4[nH]3)c2)cc1,-28%,-11%,-1%,-4%[38.3 µM],-17%,-3%,?
COc1cccc2cc(C(=O)NCc3ccccn3)c(=O)oc12,20%[10 µM],-7%,-1%,-3%,4%,-8%,1%
O=C(CCN1C(=O)c2ccccc2C1=O)NNC(=O)c1ccc(Cl)cc1Cl,-26%[10 µM],-8%,-1%,0%,?,12%,-3%
COc1ccc(NC(=O)CSc2n[nH]c(N)n2)c([N+](=O)[O-])c1,-26%,10%,-4%,-11%[38.3 µM],12%,9%,12%
O=C1CC(c2ccccc2)n2nc(N3C(=O)CCC3=O)nc2N1 (centres undefined),17%,4%,3%,-4%[38.3 µM],4%,3%,15%
O=C1CCCN1CCC1CCCCN1Cc1nc(COc2ccccc2)no1 (centres undefined),-1%,nt,0%,3%,-11%,1%,nt
O=C(c1cc(S(=O)(=O)N2CCOCC2)c(Cl)cc1Cl)N1CCCCC1,17%[10 µM],?,1%,-3%[38.3 µM],-2%,4%,-32%[inhibitor]
COc1ccc(-c2nc3n(c(=O)c2C#N)CCS3)cc1OC,-15%[10 µM],nt,2%,-2%,-15%[9.22 µM],1%,nt
N#CC1=C2SCCN2C(=O)C(C#N)C12CCCCC2 (centres undefined),4%,4%,nt,nt,6%,3%,nt
c1ccc(Cn2c(Sc3nnnn3-c3ccccc3)nnc2-c2ccccc2)cc1,9%,?,-1%,30%[38.3 µM],-16%,3%,-79%[inhibitor]
O=C(c1cccn2c(=O)c3cc4ccccc4cc3nc12)N1CCN(c2ccccc2)CC1,-6%,1%,0%,-14%[38.3 µM],14%,3%,?
CN(O)/C=N/C(=S)Nc1ccc(Cl)cc1Cl,?,16%[46 µM],-1%,16%,?,5%,7%
COc1cc(/C=N/NC(=O)c2ccc(COc3cc(C)ccc3C(C)C)cc2)cc(OC)c1O,11%[0.074 µM],?,0%,16%,9%,4%,-50%[inhibitor]
O=C(Nc1c2c(nn1-c1ccccc1)CS(=O)C2)c1ccc(S(=O)(=O)N2CCOCC2)cc1 (centres undefined),4%[10 µM],-16%[46 µM],-2%,11%,15%,-14%,12%
CC(=O)N1CCN(C(=O)CCc2nnc(CCCCc3ccccc3)o2)CC1,5%[10 µM],20%[46 µM],1%,29%,-9%[9.22 µM],1%,nt
CCCNC(=O)c1cccc(C(F)(F)F)c1,-7%,-2%,1%,-14%[38.3 µM],4%,10%,-4%
CC(NS(=O)(=O)c1ccccc1)c1n[nH]c(=S)n1-c1ccccc1 (centres undefined),13%[10 µM],nt,nt,nt,15%[9.22 µM],4%,nt
O=C1/C(=C/c2ccco2)SC(=S)N1C1CCS(=O)(=O)C1 (centres undefined),-98%[inhibitor][10 µM],?,-12%,33%[activator],4.5µM*,6%,-59%[inhibitor]
CCN1C(=O)/C(=C2/C=Cc3ccccc3N2C)OC1=S,-39%[inhibitor],6%,-4%,10%[38.3 µM],3%,-1%,?
NCCCCCc1nnc(SCc2cccc(Cl)c2)o1,-9%,11%,-1%,21%[38.3 µM],11%,8%,-19%
Cc1noc(C)c1CSc1nc2cc(S(=O)(=O)N3CCOCC3)ccc2o1,1%[10 µM],-3%,0%,19%[38.3 µM],16%,2%,25%
Cc1cccc(NC(=O)c2cc([N+](=O)[O-])ccc2NC2CCCCC2)c1,-20%[10 µM],-11%,-4%,-1%,1%,?,13%
Cc1cc(/C=N/n2cnnc2)c(C)n1-c1cc(Cl)ccc1Cl,3%,?,-2%,0%[38.3 µM],-18%,-11%,-18%
N#CC(c1nc2ccccc2nc1OCCO)S(=O)(=O)c1ccccc1 (centres undefined),-6%[10 µM],nt,nt,nt,-16%[9.22 µM],-2%,nt
CCc1ccc(NC(=O)c2ccccc2NC(=O)C2CCCO2)cc1 (centres undefined),-73%[inhibitor],1%,-1%,-12%[38.3 µM],6%,3%,13µM*
COc1ccc(-c2nc(C#N)c(NCc3ccco3)o2)cc1,-64%,?,3%,7%,5%[9.22 µM],-10%,20µM*
COc1ccccc1NCCC(=O)OCC(=O)NC1CCCC(C)C1C (centres undefined),nt,11%,4%,3%,29%,1%,7%
COC(=O)Cc1ccc(O)c(N)c1,11%[10 µM],-7%[46 µM],-1%,6%,18%,-2%,2%
CCc1ccc(NC(=O)N(C2CCC(C)CC2)C2CCN(C(C)=O)CC2)cc1 (centres undefined),-8%,13%,-2%,6%[38.3 µM],-8%,4%,-9%
O=C(NCc1ccccc1)C12CN(Cc3ccccc3)CC1C(c1cccc([N+](=O)[O-])c1)=NO2 (centres undefined),-18%,19%,2%,17%[38.3 µM],-9%,-23%,-9%
CCOc1cc(N2CCOCC2)c(OCC)cc1NC(=O)c1ccc(S(C)(=O)=O)cc1,-34%[inhibitor],nt,1%,7%,-11%,3%,-9%
Cc1c(NC(=O)OCCNC(=O)COc2ccc(Cl)cc2Cl)sc(=S)n1C,-5%[10 µM],?,7%,-14%,8%,-5%,-57%[inhibitor]
COc1ccc(C(=O)c2oc3ccccc3c2NC(C)=O)cc1,-1%[10 µM],-18%,7%,-1%,-15%,18%,-14%
Cc1ccc(S(=O)c2ccc(C)cc2)cc1,-8%,17%,0%,-10%[38.3 µM],1%,8%,-19%
O=C(Nc1nc2ccccc2s1)c1ccc(N2CCCCC2)c([N+](=O)[O-])c1,-6%[10 µM],?,3%,8%,-24%,?,5%[1.84 µM]
CC(=O)N1CCN(c2ccc([N+](=O)[O-])c(NCc3cccnc3)c2)CC1,nt,nt,0%,8%,11%,5%,22%
Cc1onc(-c2ccccc2Cl)c1C(=O)NC(=S)NCCc1ccccc1,20%[0.074 µM],9%,0%,8%,3%,22%,3%
O=C1c2ccccc2C(O)(Cc2ccccc2)N1CCCN1CCOCC1 (centres undefined),-13%,-1%,0%,23%[38.3 µM],-13%,10%,-21%
O=C(CSc1nc2ccc([N+](=O)[O-])cc2[nH]1)NCCc1ccccc1,-12%,9%,-3%,0%[38.3 µM],-22%,-4%,-12%
Cc1cc2c(nn1)CCC/C2=N\O,-13%[0.074 µM],6%,6%,-7%[38.3 µM],-17%,4%,-7%

# Sorted by value in IMPase Li cell (smallest number first): three from the list above.
SMILES,IMPase Li cell,HttQ103 aggreg,CBFb RUNX1 block,SMN2 splice enh
COC(=O)Cc1ccc(O)c(N)c1,6%,18%,-2%,2%
CCOc1cc(N2CCOCC2)c(OCC)cc1NC(=O)c1ccc(S(C)(=O)=O)cc1,7%,-11%,3%,-9%
O=C(Nc1nc2ccccc2s1)c1ccc(N2CCCCC2)c([N+](=O)[O-])c1,8%,-24%,?,5%[1.84 µM]

# Continued.
SMILES,HTT ATP protect,LMNA splice mod,KinaseGlo FLuc,IMPase Li cell,HttQ103 aggreg,CBFb RUNX1 block,SMN2 splice enh
O=C(NCc1cccs1)c1ccccc1,-15%,8%,-2%,-2%[38.3 µM],17%[9.22 µM],2%,12%
CCC(=O)OC1(C)C(=O)C=C2C=C(CCCC(=O)OC)OC=C2C1=O (centres undefined),25%,nt,1%,22%,nt,-4%,1%
Cc1nn(-c2ccccc2)c(=O)c2ccccc12,-18%,-7%[9.22 µM],1%,2%,16%,-2%,7%
Nc1ncnc(N2CCOCC2)c1N,nt,-12%,-4%,-6%,-16%,-2%,9%
COCC(=O)O[C@]1(CCN(C)CCCc2nc3ccccc3[nH]2)CCc2cc(F)ccc2[C@@H]1C(C)C,-99%[inhibitor],?,-5%,11%&8%,7.9µM*!,11%&1%&12%,-18%
O=C(CCN1CCCC1)c1cccs1,-2%[10 µM],nt,nt,nt,1%[9.22 µM],3%,nt
O=C(NCN1CCCCC1)c1cnccn1,0%[10 µM],-1%,2%,15%[38.3 µM],-18%,6%,-1%
Cc1cccc(OCC(=O)Nc2ccc3c(C)cc(=O)oc3c2)c1,7%[10 µM],-6%,-2%,-8%,0%,8%,-2%
COc1ccc(C)cc1-n1nnnc1SCC(=O)NC(=O)NCc1ccco1,0%[10 µM],7%,2%,14%[38.3 µM],4%,?,-26%
COc1cccc(-c2cncnc2NCCN2CCOCC2)c1,-37%[inhibitor],?,nt,-1%,nt,nt,nt
O=C(CN1CC(=O)Oc2ccccc21)OCC(=O)c1ccccc1,18%[10 µM],10%,1%,27%[38.3 µM],-3%[9.22 µM],-19%,2%
CN1C(=S)SC(N2OC3C(=O)N(c4ccccc4)C(=O)C3C2c2ccc(Cl)cc2)C1(C)C (centres undefined),3%[10 µM],-5%,1%,3%,6%,-10%,6%
CCCN1C(=O)/C(=C/c2c(NCCCOC(C)C)nc3c(C)cccn3c2=O)SC1=S,-6%,?,2%,-5%[38.3 µM],12%,7%,-8%
Nc1nc(CSc2nnc(-c3cccc(F)c3)n2-c2ccccc2)nc(N2CCOCC2)n1,4%[10 µM],-2%,-6%,-5%,3%,-3%,2%
CC(C)C(=O)Nc1nnc(SCC(=O)N2c3ccccc3CC2C)s1 (centres undefined),13%,-3%,1%,8%[38.3 µM],2%,-4%,-3%
Cc1cc(C)c(C(=O)/C=C/c2ccco2)c(=O)[nH]1,7%[10 µM],16%[46 µM],-1%,-4%,5%[9.22 µM],?,nt
CC(C)CC(NC(=O)c1ccc(Cl)cc1)C(=O)OCC(=O)c1ccc2c(c1)NC(=O)CO2 (centres undefined),-61%[inhibitor],?,-5%,46%[activator][38.3 µM],-12%,-3%,-20%

# Structural class, the entries above containing a thiophene ring, fused or not
SMILES,HTT ATP protect,LMNA splice mod,KinaseGlo FLuc,IMPase Li cell,HttQ103 aggreg,CBFb RUNX1 block,SMN2 splice enh
O=C(NCc1cccs1)c1ccccc1,-15%,8%,-2%,-2%[38.3 µM],17%[9.22 µM],2%,12%
O=C(CCN1CCCC1)c1cccs1,-2%[10 µM],nt,nt,nt,1%[9.22 µM],3%,nt
